Screening results (PubChem BioAssay)
Tau filament bind = binds recombinant human tau filaments. P10636. recombinant tau filaments, thioflavin S fluorescence, 15 h; filaments grown with octadecylsulfate alongside compound. Potency, µM (highest dose often 57.1 µM), without a hit: at the top dose activity change, negative = inhibition. 2% of 71,000 active;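 also: potency is read from the fitted curve at half-maximal effect; % is scaled to controls: 0 for no effect and ±100 for the full control effect; actives lower thioflavin S fluorescence by blocking filaments or displacing dye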
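Assay mix: 1 uM His-tagged tau, 30 uM sodium octadecylsulfate, thioflavine S dye in HEPES/NaCl/DTT buffer. Compound is added prior to the inducer. Fluorescence after 15 h at 37 C.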
Ub-GFP proteasome = inhibits proteasome, raising ubiquitin-GFP reporter fluorescence. Ubiquitin-GFP reporter cells, proteasome inhibition, GFP fluorescence; response scale: untreated = 0%, 10 µM MG-132 = 100%. AID 526. Potency, µM (series often up to 45.9 µM), inactives show top-dose activation (GFP accumulation), actives largely listed as activators. 67,000 tested, under 10 active; active = well fitted activation curve with a large enough effect, not every such curve was filed as active; inconclusive = small, poorly fitted or top-dose-only effect, or another doubt; inactive = no such curve, though single readings can be large or run the other way; also: potency is read from the fitted curve at half-maximal effect
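U2OS cells stably expressing ubiquitin(G76V)-GFP, seeded overnight in 0.5% FBS medium, were exposed to compounds (qHTS, 46 uM to 2.9 nM) for 4 hr at 37 °C. GFP-positive cells were counted by laser cytometry (488 ex/515 em), normalized between basal and 10 uM MG-132.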
Epigenetic mod = epigenetic GFP locus derepression in mouse cells; Potency, µM (series often up to 46.1 µM), for inactives: at the highest dose GFP derepression (activation); 0.09% of 68,000 active; mouse C127i GFP locus derepression, cytometry, 30 h; also: % of control where 0% means no effect
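Derepression screen: silenced CMV-GFP reporter in murine C127i cells, 30 h compound incubation at 37 C, washed cells imaged by laser-scanning cytometer to enumerate GFP-expressing objects of 20 to 120 um.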
ERK AVP block = inhibitors of vasopressin-stimulated ERK signaling pathway; 0.99% of 72,000 active; Potency, µM (highest dose often 57.5 µM), for the others: at the top dose activity, negative = inhibition, usual class: inhibitors; HEK293-V1b, vasopressin-stimulated pERK AlphaScreen; AID 995; also: potency is read from the fitted curve at half-maximal effect; % is scaled to controls: 0 for no effect and ±100 for the full control effect; nearly all actives have a fitted effect of over 55% in size
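qHTS, compounds titrated on V1b-expressing HEK293 cells. Preincubation 30 min at 37C, vasopressin 25 nM for 5 min, lysis 10 min, bead incubation 5 hr at room temperature.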
HADH2 inh = blocks human hydroxyacyl-CoA dehydrogenase type II | Potency, µM (highest dose often 57.1 µM), inactives show at the highest dose activity change, negative = inhibition, usual class: inhibitors | recombinant HADH2, NADH fluorescence, beta-hydroxybutyryl-CoA | 3.4% of 73,000 active | Q99714; also: potency is read from the fitted curve at half-maximal effect; % is scaled to controls: 0 for no effect and ±100 for the full control effect; nearly all actives have a fitted effect of over 60% in size; many of its hits are not listed in these tables
Target sequence (Q99714 whole entry, looked up, one chain of several): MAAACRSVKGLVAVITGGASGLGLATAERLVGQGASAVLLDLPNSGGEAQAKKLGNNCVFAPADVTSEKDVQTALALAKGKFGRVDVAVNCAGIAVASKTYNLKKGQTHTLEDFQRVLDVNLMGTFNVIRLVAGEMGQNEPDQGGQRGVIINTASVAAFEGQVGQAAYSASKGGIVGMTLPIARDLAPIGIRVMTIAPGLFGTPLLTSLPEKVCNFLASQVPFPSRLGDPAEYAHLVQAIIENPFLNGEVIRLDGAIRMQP
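20 nM HADH2 + cpd, 15 min RT; add 1 mM NAD+/90 uM beta-hydroxybutyryl-CoA; kinetic fluorescence 360/450 nm, 4 min. Tris-HCl pH 9.0, 0.01% Tween-20.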
CRE-bla Fsk = CRE-bla signaling modulation under forskolin stimulation; CHO CRE-bla reporter (cAMP response element driving beta-lactamase), forskolin EC10, beta-lactamase ratio; Potency, µM (highest dose often 38.2 µM), inactives show top-dose activity change, negative = inhibition, most hits filed as activators; 2.5% of 71,000 active; AID 662; active = well fitted activation curve with a large enough effect in the signal ratio, with a control signal flat, not every such curve was filed as active; inconclusive = small, poorly fitted or top-dose-only effect, or effect the other way, or a change in a side signal; the % refers to the signal ratio; also: potency is read from the fitted curve at half-maximal effect; % of control where 0% means no effect
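Reporter-gene assay: CHO cells with beta-lactamase behind cAMP responsive elements, co-treated with compound and EC10 NKH 477 for 3 hours at 37 degrees Celsius. Activity came from the 460/530 nm CCF4 emission ratio.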
HBB splicing = alters splicing of the hemoglobin beta chain. HBB splicing reporter cell assay, activation; EGFP reporter with mutant IVS2-654 intron; response scale: normalised to 500 nM splice-correcting PNA. Potency, µM (highest dose often 46.1 µM), without a hit: top-dose activation, most hits filed as activators. 0.06% of 65,000 active; also: potency is read from the fitted curve at half-maximal effect; 0% is about no effect
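Compounds were applied for 2 days to HeLa EGFP-654 cells, 500/well in Optimem with 2% FCS. The reporter's EGFP is disrupted by mis-splicing of beta-globin intron IVS2-654. Readout: summed well GFP fluorescence from 488 nm laser scanning; reference was 500 nM antisense […] 654 PNA.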
Pol III holo inh = blocks replication by bacterial DNA polymerase III holoenzyme; reconstituted DNA polymerase III holoenzyme replication, biochemical; Potency, µM (series often up to 57.1 µM), without a hit: at the top dose activity change, negative = inhibition; 0.25% of 71,000 active; AID 603; also: potency is read from the fitted curve at half-maximal effect; % is scaled to controls: 0 for no effect and ±100 for the full control effect
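Reconstituted *E. coli* holoenzyme (0.35 nM Pol III, 1 nM beta, 154 nM SSB, 2 nM primase) was preincubated with compound for 15 min at RT. Synthesis on 1.4 nM ssM13Gori ran 35 min, then was stopped with PicoGreen/EDTA and read as dsDNA fluorescence.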
Luciferase inh = blocks Photinus pyralis firefly luciferase activity; purified firefly luciferase, luminescence, 8 min; AID 411; Potency, µM (doses to about 57.1 µM), for the others: at the top dose activity change, negative = inhibition, usual class: inhibitors; P08659; 2.2% of 72,000 active; also: potency is read from the fitted curve at half-maximal effect; % is scaled to controls: 0 for no effect and ±100 for the full control effect; nearly all actives have a fitted effect of over 40% in size
Target sequence (P08659 whole entry, looked up): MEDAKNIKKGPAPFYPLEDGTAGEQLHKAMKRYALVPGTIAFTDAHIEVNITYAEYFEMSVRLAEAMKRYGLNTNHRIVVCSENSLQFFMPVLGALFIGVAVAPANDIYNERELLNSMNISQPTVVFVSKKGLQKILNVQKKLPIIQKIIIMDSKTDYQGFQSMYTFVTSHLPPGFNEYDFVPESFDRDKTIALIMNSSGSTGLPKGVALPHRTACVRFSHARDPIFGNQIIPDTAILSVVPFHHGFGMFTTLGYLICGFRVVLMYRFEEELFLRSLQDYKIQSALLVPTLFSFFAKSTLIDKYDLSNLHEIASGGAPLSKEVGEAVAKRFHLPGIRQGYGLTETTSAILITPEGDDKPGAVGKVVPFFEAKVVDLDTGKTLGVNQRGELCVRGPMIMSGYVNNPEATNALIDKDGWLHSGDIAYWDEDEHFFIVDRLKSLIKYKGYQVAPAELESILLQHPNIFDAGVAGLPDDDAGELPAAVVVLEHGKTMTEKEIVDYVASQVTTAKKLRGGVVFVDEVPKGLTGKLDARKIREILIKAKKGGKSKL
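Substrate buffer containing 10 uM ATP (pH 7.2 imidazole, Mg2+, KCl, detergent, BSA) is dispensed, compound pinned in, then luciferase/luciferin detector mix added. After 8 min at ambient temperature, light output is measured.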
Hsp90 Hop PPI = changes Hsp90-Hop TPR2A binding signal, up or down. AlphaScreen TPR2A-His6 binding biotin-Hsp90 C-terminal peptide. 0.44% of 71,000 active. Potency, µM (series often up to 57 µM), for the others: at the top dose activity change, negative = inhibition; active = well fitted curve in either direction with a large enough effect; inconclusive = small, poorly fitted or top-dose-only effect, or another doubt; also: potency is read from the fitted curve at half-maximal effect; % is scaled to controls: 0 for no effect and ±100 for the full control effect; many of its hits are not listed in these tables
ALOX15 inhib = inhibitors of human 15-lipoxygenase (ALOX15). P16050. 1.4% of 74,000 active. purified 15hLO-1, xylenol orange hydroperoxide absorbance. Potency, µM (series often up to 57.1 µM), for inactives: at the top dose activity change, negative = inhibition, actives largely listed as inhibitors; also: potency is read from the fitted curve at half-maximal effect; % is scaled to controls: 0 for no effect and ±100 for the full control effect; nearly all actives have a fitted effect of over 55% in size
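Hydroperoxide formed from arachidonic acid (50 uM) by purified human 15hLO-1 (40 nM) oxidizes ferrous iron, and the ferric-xylenol orange complex is read at 573 versus 405 nm. Compounds were preincubated 15 min; reaction ran 6 min at room temperature.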
Starred values were filed as active, the others as inactive; ? = inconclusive; . = no result given; [ ] = another dose, or the depositor's remark. Unless noted, calls follow the shape of the dose curve; as a rule, active = well fitted curve in the direction sought with a large enough effect; inconclusive = small, poorly fitted or top-dose-only effect, or another doubt; inactive = no such curve, though single readings can be large; an effect the other way counts as inactive or inconclusive.

SMILES	Tau filament bind	Ub-GFP proteasome	Epigenetic mod	ERK AVP block	HADH2 inh	CRE-bla Fsk	HBB splicing	Pol III holo inh	Luciferase inh	Hsp90 Hop PPI	ALOX15 inhib
Cc1cc(C)n2nc(C(=O)OCCOc3ccc(Br)cc3)nc2n1	-1.7%	-1.0%	5.3%	-19.3%	6.1%	6.6%	-0.4%[57.5 µM]	-3.6%	1.1%	0.5%	7.6%
CCCn1nnnc1SCC(=O)N1CCOCC1	-2.2%	-1.4%	1.2%	8.2%	0.6%	1.8%	.	-3.7%	1.1%	-3.9%	10.5%
CCOC(=O)C1CCCN(CC(=O)NC2CC2)C1 (centres undefined)	0.4%	-1.1%	-0.1%	-9.2%	3.8%	4.3%	.	-1.6%	1.9%	-4.5%	11.2%
NS(=O)(=O)c1ccc(CCNC(=O)Nc2ccc(Cl)cc2)cc1	-0.7%[11.4 µM]	9.1%[9.17 µM]	?	-18.5%	16.0%[11.4 µM]	?	-1.2%[0.0738 µM]	5.4%[11.4 µM]	-0.2%	-2.2%[11 µM]	1.7%[11.4 µM]
Cn1cccc1C(=O)N1CCC2(CCN(C(=O)Nc3cccc(C#N)c3)CC2)CC1	10.8%	-6.7%	4.6%[9.22 µM]	?	3.0%	-6.9%	-0.2%	-1.0%	0.5%[11.4 µM]	2.3%	-6.2%
CCCS(=O)(=O)N1CCCC(c2nc(-c3cccc(OC)c3)no2)C1 (centres undefined)	2.2%	3.9%	-0.2%	-5.9%	3.4%	10.3%	.	-10.2%	-0.4%	16.1%	0.7%
CCCCCCNc1cc2n(c(=O)n1)CCc1cc(OC)c(OC)cc1-2	111.0%	3.5%	2.2%	?	?	2µM*	-2.3%[57.5 µM]	-5.7%	-0.5%	-2.7%	-4.5%
CC(C)CCNC(=O)C1CCN(C(=O)N(C)C)CC1	6.6%	4.5%	4.3%	-13.4%	?	9.7%	-0.6%[57.5 µM]	2.1%	2.4%	-4.5%	7.7%
O=C(O)C1CC(=O)N(Cc2ccc3c(c2)OCO3)C1 (centres undefined)	?	1.0%	4.5%	-0.1%	3.4%	?	-1.4%	1.4%	2.6%	-8.8%	0.2%
Cc1nc2ccccc2c(=O)n1NC(=O)C1CCCCC1	-1.4%	-2.5%	-4.3%	-10.8%	5.3%	-5.7%	0.9%	-3.0%	-0.3%	1.5%	11.4%
CCOC(=O)c1sc(NC(C)=O)cc1C	7.2%	-7.7%	.	.	-5.5%	?	1.0%	-3.1%	-3.6%	-6.6%	?
CCC(=O)N(Cc1cc2cc(OC)ccc2[nH]c1=O)c1ccc(C)cc1C	19.6%	-1.3%	1.3%	?	3.0%	26.2%	.	-0.6%	3.4%	-4.8%	?
N#CC(C(=O)OCc1ccccc1)c1nc2ccccc2nc1N1CCOCC1 (centres undefined)	2µM*	1.1%	2.1%	5.0%	-1.1%	?	-1.0%[57.5 µM]	-5.1%	2.3%	-5.8%	-15.5%
Cc1ccc(-c2noc(CCC(=O)NC3CCN(Cc4ccccc4)CC3)n2)cc1	-0.3%	-6.1%	-2.9%	9.8%	-2.0%	?	3.7%	-0.7%	-0.6%	-6.6%	-5.6%
Cc1nc(C)c(C(=O)C2=C(O)C(=O)N(CCN(C)C)C2c2cccs2)s1 (centres undefined)	5.0%	.	-2.1%	-24.1%	0.0%	0.4%	2.2%[0.369 µM]	2.1%	2.3%	-2.0%	-8.3%
COc1ccc(C(c2nnnn2CCc2ccccc2)N2CCN(C3CCCC3)CC2)cc1OC (centres undefined)	-1.4%	3.4%	-1.9%	-5.4%	3.3%	-0.5%	.	-0.8%	3.9%	-0.8%	-4.4%
O=C1C(C=NCC2CCCO2)=C(O)c2ccccc21 (centres undefined)	0.7%[11.4 µM]	?	-1.5%	-13.7%	-5.8%[11.4 µM]	12.5%[7.6 µM]	-2.8%[0.0738 µM]	-12.3%[11.4 µM]	15.8µM*	-9.0%[11 µM]	2.3%[11.4 µM]
Cn1c(C(=O)NCCN2CCCCCC2)cc2c(=O)n(C)c3ccccc3c21	348.4%	-3.3%	.	11.1%	?	?	-0.1%	?	0.1%	-3.5%[2.3 µM]	-5.7%
CCCC12CN3CC(C)(CN(C1)C3c1ccc(OC(C)C)cc1)C2=O (centres undefined)	-11.4%	14.0%	8.2%	15.4%	10.8%	-5.3%	-1.8%[1.84 µM]	4.0%	1.9%	3.8%	1.2%
O=c1[nH]c(CSc2nnc(-c3ccco3)n2-c2ccccc2)nc2sc3c(c12)CCC3	96.1%	-4.0%	0.7%	-12.4%	15.1%	10µM*	0.1%[57.5 µM]	0.2%	2.0%	-7.5%	-0.2%
COC(=O)[C@@]1(Cc2ccc(F)cc2)[C@H]2c3cc(C(=O)N(C)C)n(CCc4c[nH]c5ccc(OC)cc45)c3C[C@H]2CN1C(=O)c1ccccc1	-6.3%	.	.	8.1%	-3.5%	-27.6%	0.0%	-11.0%	.	1.8%	.
COc1cc(OC)cc(C(=O)Nc2ccc3c(c2)COC3=O)c1	40.4%	5.3%	3.2%	-11.3%	31.0%[activator]	?	2.9%	-4.0%	-0.5%	1.0%	-10.0%
CCSc1ncnc2c1oc1ccccc12	-5.6%	1.6%	2.6%	-3.7%	2.3%	?	-1.7%	-1.3%	-0.7%	0.1%	-25.1%
CC(C)CC(=O)NC1(C(F)(F)F)C(=O)Nc2c1c(=O)n(C)c(=O)n2C (centres undefined)	-0.9%	-2.5%	-2.7%	-12.2%	3.1%	-2.8%	0.2%	-0.5%	1.7%	-2.8%	10.1%
Cc1c(C(=O)NCC2CCCO2)oc2ccc(S(=O)(=O)N3CCCCC3)cc12 (centres undefined)	9.6%	-5.7%	-8.1%	-12.0%	-4.6%	4.2%	-1.8%	-2.2%	0.4%	-1.5%	-1.2%
CS(=O)(=O)N(CC(=O)NC1CC1)c1cccc(F)c1	10.3%	1.7%	3.9%	-12.5%	3.2%	-7.8%	-0.9%	-3.3%	-1.0%	-2.2%	-0.8%
CCOC(=O)c1ccc(NC(=O)Cn2nnc(-c3ccccc3)n2)cc1	56.3%	-8.1%	0.0%	4.4%	13.1%	-24.7%	-0.9%	-6.0%	2.9%	-3.8%	-3.2%
CCCc1n[nH]c(=O)[nH]1	6.5%	1.0%	2.6%	-3.9%	14.4%	8.3%	-1.3%	-1.8%	1.2%	-5.8%	-0.2%
O=S(=O)(c1ccc(OCC(O)CN2CCN(c3ccccc3)CC2)cc1)N1CCOCC1 (centres undefined)	2.0%	-4.0%	8.2%	14.5%	8.7%	-2.8%	-0.1%[57.5 µM]	-1.7%	0.2%	-2.1%	5.7%
CSCCC1NC2(C(=O)Nc3c(Cl)cccc32)[C@@H]2C(=O)N(C3CCCC3)C(=O)[C@H]12 (some centres undefined)	27.7%	-2.8%	0.0%	-13.8%	24.6%	-8.6%	1.2%[57.5 µM]	-1.3%	2.1%	-4.6%	-11.4%
COc1ccc(S(=O)(=O)NC2CC3CCC2C3)cc1Cl (centres undefined)	-22.0%	-3.4%	2.6%	-4.9%	-0.4%	-0.6%	6.4%	-1.8%	-6.7%	-0.5%	-19.4%
O=c1c2ccccc2[nH]c(=S)n1CCCN1CCN(C2CCCCC2)CC1	4.7%	-5.3%	-1.7%	-11.0%	0.3%	-8.6%	-0.2%	-6.6%	1.4%	-5.1%	-0.4%
O=C(C[C@@H]1C=Cc2ccccc2N1C(=O)c1ccccc1)c1ccccc1	-7.3%[11.4 µM]	-7.3%[9.17 µM]	3.4%[9.22 µM]	13.4%[11.5 µM]	4.0%[11.4 µM]	-4.4%[7.6 µM]	-0.4%[9.22 µM]	-10.8%[11.4 µM]	2.0%[11.4 µM]	-5.2%[11 µM]	-27.2%[11.4 µM]
COc1ccc(C(C)(C)C)cc1NC(=O)COC(=O)c1cnc(C)cn1	-0.6%	0.6%	0.0%	58.2%[activator]	0.3%	1.8%	0.0%[57.5 µM]	-2.8%	-2.3%	-13.4%	3.8%
CCOC(=O)N1CCN(Cc2cn3ccccc3n2)CC1	-10.0%	-0.7%	1.0%	27.5%	13.8%	8.0%	.	3.2%	-1.6%	47.5%	-29.5%

Only part of the results is shown; rates above refer to the full screens.
